# Bioassay records from PubChem.
# TCR act – T cell receptor activation. AID 504894. primary human leukocytes, anti-CD3, IL-2 HTRF, 48 h. Potency, µM (highest dose often 9.22 µM), for inactives: top-dose activation of IL-2 secretion, hits mostly activators. 330,000 tested, under 10 active; also: % of control where 0% means no effect
#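 Primary human leukocytes were stimulated with a-CD3 beads plus compounds for 48 hr without co-stimulation; secreted IL-2 was quantified by HTRF using a-IL-2-K (europium cryptate) and a-IL-2-d2, excited at 320nm with acceptor emission read at 665nm.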
# Mito fusion yeast – inhibitors of mitochondrial division or activators of mitochondrial fusion; S. cerevisiae fusion-defective mutant growth rescue, CellTiterGlo 48 h; Potency, µM (highest dose often 46.1 µM), without a hit: at the top dose growth rescue (activation), usual class: activators; 0.23% of 320,000 active; AID 485298;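 also: potency is read from the fitted curve at half-maximal effect; % of control where 0% means no effect; nearly all actives have a fitted effect of over 45% in size; temperature-sensitive fusion mutants such as fzo1-1 at 37 °C on non-fermentable ethanol glycerol medium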
#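 Read-out: ATP-based luminescence (CellTiterGlo, 10 min ambient) reporting growth of fusion-defective ts yeast after 48 hours at 37C on glycerol/ethanol YPEG medium in the presence of compound.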
# Tb PFK block – blocks T. brucei phosphofructokinase; O15648; T. brucei PFK, ADP-Glo luminescence; 0.17% of 330,000 active; Potency, µM (top dose mostly 57.5 µM), for inactives: top-dose activity, negative = inhibition, usual class: inhibitors;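 also: potency is read from the fitted curve at half-maximal effect; 0% = uninhibited 1x PFK enzyme wells and -100% = no-enzyme wells; nearly all actives have a fitted effect of over 60% in size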
# Target sequence (O15648 whole entry, looked up): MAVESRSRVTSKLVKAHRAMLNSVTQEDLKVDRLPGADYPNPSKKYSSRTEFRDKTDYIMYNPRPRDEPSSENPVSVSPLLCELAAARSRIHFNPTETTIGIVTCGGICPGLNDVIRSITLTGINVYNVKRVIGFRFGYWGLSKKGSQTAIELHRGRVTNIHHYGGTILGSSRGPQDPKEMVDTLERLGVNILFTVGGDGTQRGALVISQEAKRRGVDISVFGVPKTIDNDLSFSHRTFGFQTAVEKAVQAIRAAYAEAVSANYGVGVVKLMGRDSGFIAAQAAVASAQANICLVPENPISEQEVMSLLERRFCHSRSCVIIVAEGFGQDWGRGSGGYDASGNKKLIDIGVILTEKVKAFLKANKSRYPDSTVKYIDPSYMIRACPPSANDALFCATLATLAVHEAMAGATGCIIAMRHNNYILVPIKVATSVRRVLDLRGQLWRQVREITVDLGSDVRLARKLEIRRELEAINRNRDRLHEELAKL
#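 PFK 1.25 nM, F6P 0.5 mM, ATP 0.1 mM, 0.1 M TEA pH 8.0, 5 mM MgCl2, 0.01% Tween20, 0.1% BSA; 45 min RT. ADP-Glo readout. qHTS titration up to 57 uM; curves fitted, compounds curve-classed.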
# ELG1 DNA repair – ELG1-dependent DNA repair inhibition; HEK293T ELG1-luciferase reporter, luminescence, 16 h; DNA damage induced by 5-fluorouridine; Potency, µM (doses to about 46.1 µM), without a hit: top-dose activity change, negative = inhibition, most hits filed as inhibitors; 2.3% of 330,000 active; also: potency is read from the fitted curve at half-maximal effect; % is scaled to controls: 0 for no effect and ±100 for the full control effect; nearly all actives have a fitted effect of over 55% in size
#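 Overnight (16 hr) co-exposure of 2,000 cells/well to 5-fluorouridine and compound at 37 °C preceded detection. Luciferase was quantified via ONE-Glo luminescence; loss of signal denotes inhibition.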
# USP2a inh – inhibitors of human ubiquitin-specific protease USP2a; O75604; USP2 core, Ub-CHOP2 coupled fluorogenic reporter, 485/531; Potency, µM (highest dose often 38.3 µM), inactives show at the top dose activity change, negative = inhibition, most hits filed as inhibitors; 0.01% of 330,000 active;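 also: potency is read from the fitted curve at half-maximal effect; plate controls were DMSO wells for no effect and full inhibition by NEM control for full effect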
# Target sequence (O75604 whole entry, looked up): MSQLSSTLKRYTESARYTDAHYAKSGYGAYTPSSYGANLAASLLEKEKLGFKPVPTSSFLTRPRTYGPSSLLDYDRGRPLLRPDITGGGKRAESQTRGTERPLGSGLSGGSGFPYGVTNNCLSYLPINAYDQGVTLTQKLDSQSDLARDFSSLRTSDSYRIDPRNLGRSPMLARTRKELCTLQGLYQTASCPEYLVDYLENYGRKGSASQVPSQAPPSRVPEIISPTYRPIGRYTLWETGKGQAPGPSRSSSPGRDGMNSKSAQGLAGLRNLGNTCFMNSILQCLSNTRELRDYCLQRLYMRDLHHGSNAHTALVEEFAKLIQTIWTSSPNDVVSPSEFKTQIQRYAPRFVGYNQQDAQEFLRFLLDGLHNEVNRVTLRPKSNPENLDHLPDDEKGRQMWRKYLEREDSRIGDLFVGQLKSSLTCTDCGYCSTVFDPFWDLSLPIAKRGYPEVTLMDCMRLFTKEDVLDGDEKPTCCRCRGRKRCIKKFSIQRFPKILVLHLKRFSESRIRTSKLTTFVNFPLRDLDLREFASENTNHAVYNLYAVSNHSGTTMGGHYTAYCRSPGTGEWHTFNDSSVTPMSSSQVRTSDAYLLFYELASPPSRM
#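 Deubiquitinase activity read as fluorescence (485/531 nm) after Ub-CHOP2 cleavage activates the enterokinase reporter on its substrate; USP2 core 10nM, Ub-CHOP2 and substrate 25nM each, 30min compound preincubation then 60min RT; data normalized to NEM, curves fitted.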
# uPA generation – blocks generation of uPA at the cell surface; AID 540303; 0.31% of 330,000 active; Potency, µM (highest dose often 38.3 µM), without a hit: at the top dose activity change, negative = inhibition, usual class: inhibitors; cell surface uPA generation assay, qHTS; active = well fitted inhibition curve with a large enough effect; inconclusive = small, poorly fitted or top-dose-only effect; inactive = no such curve, though single readings can be large or run the other way; tested in mouse RAW 264.7 cells; also: potency is read from the fitted curve at half-maximal effect; % is scaled to controls: 0 for no effect and ±100 for the full control effect; nearly all actives have a fitted effect of over 55% in size
# PTAP TSG101 blk – blocks PTAP/TSG101 interaction to inhibit HIV-1 budding. Q99816. Fluorescence polarization, FITC-PTAP peptide / Tsg101 binding. Potency, µM (doses to about 115 µM), for the others: top-dose activity change, negative = inhibition, most hits filed as inhibitors. 340,000 tested, under 10 active; active = well fitted inhibition curve with a large enough effect in the main read-out, with a control signal flat, not every such curve was filed as active; inconclusive = small, poorly fitted or top-dose-only effect, or effect the other way, or a change in a side signal; inactive = no such curve, though single readings can be large or run the other way; also: potency is read from the fitted curve at half-maximal effect; % of control where 0% means no effect
#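 Tsg101 binding domain (10 uM final) was mixed with compound and a FITC-labeled PTAP peptide (50 nM final) in HEPES pH 7.5 buffer with NaCl, Tween 20, EDTA and TCEP; fluorescence polarization was read after 20 min at r.t.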
# Eya2 inh – Eya2 (human) phosphatase inhibition; AID 488837; 0.006% of 330,000 active; Potency, µM (series often up to 76.9 µM), for the others: top-dose activity, negative = inhibition, hits mostly inhibitors; recombinant Eya2, OMFP fluorescence dephosphorylation (OMFP is methylfluorescein phosphate); also: potency is read from the fitted curve at half-maximal effect; % is scaled to controls: 0 for no effect and ±100 for the full control effect
#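 Eya2 protein (added as 0.2 uM solution) was preincubated with compound for 10 min at ambient temperature in 50 mM HEPES pH 7.5, 50 mM NaCl, 5 uM MgCl2, 0.05% BSA, 1 mM DTT. OMFP (added at 50 uM) then reacted 10 min; fluorescence read at 485/525 nm.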
# TSHR antagonist – blocks TSH signaling through the human TSH receptor. P16473. AID 504810. activity change, negative = inhibition, % at 11.5 µM. TSHR-expressing cells, TSH-stimulated cAMP HTRF, 2 h; hits give low values. 0.2% of 330,000 active;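 active = activity change below a set negative limit, meaning inhibition stronger than a set level, cut at about -70% in these data; inconclusive = activity change between two set negative limits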; also: % is scaled to controls: 0 for no effect and ±100 for the full control effect
#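 Competitive HTRF cAMP read-out (cryptate anti-cAMP antibody, cAMP-d2; 30 min, room temperature) in freshly harvested TSHR cells. Compounds added before TSH at EC80 (4nM final), followed by 2 hours' incubation at 37 deg C.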
# Chronic BCR inh – chronic active BCR signaling inhibition; ABC-DLBCL IkBa-CBG/CBR reporter, luminescence ratio, 4 h; Potency, µM (titrated, usually from 46.1 µM), for the others: top-dose ratio change, negative = lower green/red ratio, hits mostly inhibitors; 0.05% of 340,000 active; active = well fitted inhibition curve with a large enough effect in the signal ratio, with a control signal flat, not every such curve was filed as active; inconclusive = small, poorly fitted or top-dose-only effect, or effect the other way, or a change in a side signal; the % refers to the signal ratio;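 also: potency is read from the fitted curve at half-maximal effect; plate controls were basal doxycycline-induced cells for no effect and cells given 10 µM MG132 for full effect; MG132 reads +100%, hits lower the ratio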
#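 TMD8 human ABC-DLBCL cells with doxycycline-inducible IκBα–green luciferase fusion and unfused red luciferase, in 0.5% FBS medium; compounds up to 46 uM, 4 h at 37C. Green/red luminescence ratio, filter-overlap corrected, fitted to concentration-response curves.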
# B2AR arrestin – recruits beta-arrestin to the human beta2-adrenergic receptor. beta-arrestin recruitment to beta2AR, cell-based reporter. P07550. 0.02% of 330,000 active. Potency, µM (highest dose often 46.1 µM), without a hit: at the highest dose activation, hits mostly activators;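 also: potency is read from the fitted curve at half-maximal effect; 0% = DMSO controls and full agonism = EC100 isoproterenol or metaproterenol; nearly all actives have a fitted effect of over 65% in size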
# * = called active by the depositor; u = inconclusive; x = no result given; [ ] = another dose, or the depositor's remark. Unless noted, calls follow the shape of the dose curve; as a rule, active = well fitted curve in the direction sought with a large enough effect; inconclusive = small, poorly fitted or top-dose-only effect, or another doubt; inactive = no such curve, though single readings can be large; an effect the other way counts as inactive or inconclusive. Rows were taken by chance; about 3% have a hit in one of these screens.
mol	TCR act	Mito fusion yeast	Tb PFK block	ELG1 DNA repair	USP2a inh	uPA generation	PTAP TSG101 blk	Eya2 inh	TSHR antagonist	Chronic BCR inh	B2AR arrestin
Clc1ccccc1-c1nnc(-c2ccc3c(c2)OCO3)o1	0.3%	8.8%	17.3%	u	1.6%	-9.1%	-1.8%	-5.1%	-5.3	u	0.4%
O=S(=O)(NCc1cccs1)c1ccc(Br)cc1	1.8%	4.5%	0.8%	-1.9%	0.2%	5.9%	-6.9%	3.6%	-5.2	-1.8%	0.8%
Cc1ccc2[nH]cc(CCNC(=O)c3cccnc3)c2c1	-3.9%	0.2%	-2.7%	-19.1%	-0.8%	1.0%	-5.3%	5.7%	1.5	-3.6%	0.1%
N=c1c(C(=O)NC2CCCC2)cc2c(=O)n3ccccc3nc2n1C1CCCC1	5.3%	-1.6%	2.4%	-5.2%	2.1%	-0.4%	1.3%	-4.6%	12.7	2.1%	0.0%
NS(=O)(=O)c1ccc(NC(=O)CN2CCCc3ccccc32)cc1	11.9%	0.9%	-8.6%	-2.0%	-2.2%	-7.9%	1.0%	-4.3%	12.4	0.3%	-0.8%
COc1cccc(-c2csc(NC3OC(=O)c4c3ccc(OC)c4OC)n2)c1 (configuration not stated)	6.8%	-1.7%	-3.1%	u	-1.0%	-6.5%	-4.0%	-2.0%	1.8	-0.9%	0.6%
Cc1cc(C)nc(-n2nc(C)c(Oc3ccccc3O)c2C)n1	-1.1%	5.8%	-4.0%	u	-4.4%	9.7%	-2.7%	-14.2%	7.8	-0.7%	0.3%
Cc1ccc(CC2CC(=O)N(c3nc4ccccc4s3)C2=O)cc1 (configuration not stated)	11.8%	-6.5%	-2.2%	3.4%	-2.9%	-1.7%	-5.6%	-13.7%	-2.4	0.0%	-0.5%
CCOC(=O)c1cc2sccc2n1CC(=O)N1CCCC1	0.8%	5.1%	3.1%	11.2%	2.6%	0.3%	-6.9%	6.3%	0.8	u	0.5%
CC(=O)Nc1cc(C(N)=O)c(Cl)cc1Cl	-4.6%	3.0%	-3.4%	0.9%	-0.3%	-0.6%	-1.7%	-15.3%[15.4 µM]	7.4	-1.2%	-3.3%
C/C(=N\NC(=O)c1cccc(N/N=C(\C)c2ccco2)c1)c1ccco1	-3.3%	5.6%	1.1%	u	1.6%	u	1.6%	-12.1%	-1.5	u	0.2%
C=CCNC(=O)N1CCC(n2nccc2NC(=O)CCCc2ccccc2)CC1	-10.2%	x	-1.1%	17.8%	0.0%	-13.6%	-10.6%	1.3%	26.1	0.0%	0.0%
CCNc1nc(NC(C)(C)C)nc(N(C#N)CC)n1	-9.1%	-1.0%	3.2%	11.6%	1.6%	x	2.5%	-1.2%	6.6	12.4%	-0.7%
Cc1cc(C)n(C(=O)CCCn2cc([N+](=O)[O-])cn2)n1	-4.7%	5.3%	-5.4%	-9.4%	0.5%	4.4%	0.3%	-0.2%	-2.6	4.6%	-0.3%
O=C(CCc1nc2ccccc2[nH]c1=O)OCc1ccc(S(=O)(=O)N2CCOCC2)cc1	-5.1%	-4.0%	5.1%	-0.5%	1.0%	6.5%	2.7%	7.8%	-6.2	u	0.0%
CCOc1ccc(N=Nc2c(C)noc2C)cc1	0.6%	3.5%	3.5%	24.0%	-0.5%	1.6%	-3.4%	-9.1%	-1.9	u	0.0%
Cc1ccccc1C(=O)Nc1ccc(O)c2c(=O)cc(-c3ccccc3Cl)oc12	19.5%	u	-0.2%	0.0%	0.5%	-17.9%	0.4%	0.6%	12.1	-1.5%	0.0%
CCN(CC)S(=O)(=O)c1cc(C)c(C)cc1OCC(=O)NC1CCCC1	5.7%	0.9%	-8.2%	u	0.5%	12.8%	1.4%	-2.8%	10.7	-10.7%	-0.6%
O=C(CSc1nnc(Cn2nnc3ccccc32)o1)Nc1ccc(Cl)cc1	-7.0%[46.1 µM]	2.5%	0.1%	-8.0%	2.8%	1.0%	-3.9%	-16.0%	-9.7	-23.3%	-0.1%
Cc1ccc(-n2cc(CNCCCn3ccnc3C)c(-c3ccc(F)cc3)n2)cc1	-2.4%	-8.5%	3.2%	11.3%	-0.3%	-3.1%	-0.9%	-0.8%	14.5	u	-0.3%
C=CCn1c(C)cc(C(=O)COC(=O)/C=C/c2ccc(OC)cc2)c1C	3.2%	4.2%	9.4%	-1.9%	-0.4%	4.8%	-0.9%	-2.6%	-11.8	1.9%	-0.1%
Cc1c(NC(=O)C(C)C)cccc1-c1nc2ncccc2o1	4.9%	-1.6%	4.8%	u	1.4%	0.4%	0.3%	-0.5%	-2.1	10.8%	-0.2%
CCNC(=O)NC1(C(=O)Nc2ccc3c(c2)CCC3)CCCCC1	-0.6%	4.8%	1.1%	4.3%	-0.1%	1.7%	-1.6%	9.3%	11.2	17.8%	-0.2%
O=S1c2ccccc2Nc2ccccc21	8.1%	-2.1%	0.0%	6.1%	0.7%	-4.7%	-0.8%	2.4%	-2.7	-10.3%	0.0%
N#CC(Nc1ccccc1)c1ccccc1OCc1ccccc1 (configuration not stated)	0.8%	-2.1%	-1.4%	-2.5%	0.6%	-6.6%	-7.6%	-3.9%	24.3	u	-0.6%
CNC(=O)CC1C(=O)N(Cc2ccccc2)C(=S)N1NC(=O)c1cccc(F)c1 (configuration not stated)	-4.8%[46.1 µM]	-2.1%	2.7%	7.6%	1.4%	-2.2%	-5.7%	11.4%	9.2	3.0%	-0.6%
O=C(CCNC(=O)OCc1ccccc1)NC1CCCCCC1	-1.0%[46.1 µM]	-4.2%	1.0%	1.5%	4.2%	-0.2%	1.7%	-8.9%	3.6	6.3%	-0.9%
COc1ccc(Nc2nc3ccccc3c(=O)s2)c(OC)c1	-4.0%	-3.3%	-0.6%	9.5%	-2.4%	-0.6%	1.4%	4.5%	-2.9	8.1%	0.6%
COc1ccc(-n2ncc3c(N4CCN(Cc5ccccc5)CC4)ncnc32)cc1	8.8%	u	-1.5%	u	1.7%	-0.4%	2.3%	0.7%	-16.2	-1.1%	0.2%
COC(=O)Nc1ccc(S(=O)(=O)Nc2cc(C(F)(F)F)c[nH]c2=O)cc1	-1.6%	-1.6%	12.4%	2.9%	-1.5%	7.3%	-0.5%	-1.0%	-1.2	14.6%	0.0%
COc1ccc(C(=O)N2CCCC(CCC(=O)NCc3ccc(F)c(F)c3)C2)cc1F (configuration not stated)	-5.3%	4.0%	-26.8%	-7.3%	-0.1%	-0.4%	-1.7%	0.7%	1.4	-4.2%	0.2%
O=C(CN(C(=O)CCC(=O)Nc1nccs1)c1ccc(F)cc1)NCC1CCCO1 (configuration not stated)	7.2%	-0.8%	-3.3%	-4.4%	-0.6%	7.9%	3.3%	8.4%	23.2	-1.2%	-0.7%
CC1(C)CC(=O)c2sc(NS(=O)(=O)c3ccc(F)cc3)nc2C1	-1.2%	-0.8%	-12.6%	7.3%	4.3%	-0.8%	-1.2%	6.4%	-4.7	18.8%	-0.6%
Cc1ccc(C(=O)NCCc2ccncc2)cc1	0.6%	-7.9%	0.1%	u	0.2%	x	-4.8%	2.2%	18.9	0.3%	-0.2%
CC1CCCCC1NC(=O)CCNS(=O)(=O)c1ccc(Cl)cc1 (configuration not stated)	1.7%	-4.7%	-5.9%	2.5%	2.7%	6.4%	-5.2%	2.9%	-6.9	1.2%	-0.6%
COc1cccc(NC(=O)CC2(CC(=O)O)CCCC2)c1	-2.3%	0.4%	0.4%	u	3.3%	x	-5.7%	-7.1%	-5.6	u	-0.1%
COC(=O)C1=C(C(=O)OC)N2C=CC=CC2(C)C(C(=O)OC)=C1C(=O)OC (configuration not stated)	6.3%[46.1 µM]	8.0%	-2.3%	3.7%	-2.1%	0.8%	-0.1%	-4.1%	16.3	-1.9%	-0.9%
